Screens as filed in PubChem BioAssay.
TrxR1 substrate = qHTS Assay for Substrates of Mammalian Selenoprotein Thioredoxin Reductase 1 (TrxR1): qHTS; Potency, µM (highest dose often 114 µM), inactives show top-dose activity change, negative = substrate turnover; Thioredoxin reductase 1, cytoplasmic (Rattus norvegicus), O89049; hit rate 0.01% among 390,000; purified TrxR1 substrate turnover, NADPH consumption readout; also: potency is read from the fitted curve at half-maximal effect; % is scaled to controls: 0 for no effect and ±100 for the full control effect; nearly all actives have a fitted effect of over 50% in size
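Rat TrxR1, dispensed at 90 nM, was prereduced with 400 uM NADPH (final) for 5 min at ~22 deg C, then incubated with compound 15 min before 400 uM selenite. A first-read NADPH fluorescence drop versus no-compound background flagged substrates.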
LDHA block = qHTS assay for inhibitors of human lactate dehydrogenase; activity change, % (values are at about 110 or 230 µM); AID 1347041, 2019; purified LDHA, NADH/diaphorase-resazurin fluorescence; stronger effect = lower value; L-lactate dehydrogenase A chain (Homo sapiens), P00338; hit rate 0.15% among 480,000; in the data active = activity change below about -30%; inconclusive = mostly about -25% to -30%;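 also: plate controls were DMSO wells for no effect and wells without enzyme for full effect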
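Remaining NADH was detected by diaphorase (0.133 mg/mL) converting 37 µM resazurin to fluorescent resorufin, read at 0 and 20 minutes. The preceding 5-minute room-temperature reaction used 2 nM LDHA, 0.2 mM sodium pyruvate and 0.06 mM NADH at pH 7.4.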
mIDH1 inhibitor = qHTS for Inhibitors of mutant isocitrate dehydrogenase 1 (IDH1): qHTS | Isocitrate dehydrogenase [NADP] cytoplasmic (Homo sapiens), O75874 | IDH1-R132H enzyme, NADPH consumption, diaphorase/resazurin fluorescence | Potency, µM (series often up to 76.6 µM), inactives show at the top dose activity change, negative = inhibition, actives largely listed as inhibitors | hit rate 0.093% among 390,000 | AID 602179, 2012; also: potency is read from the fitted curve at half-maximal effect; % is scaled to controls: 0 for no effect and ±100 for the full control effect; nearly all actives have a fitted effect of over 65% in size
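IDH1-R132H (0.5 ug/mL dispensed) in pH 7.5 Tris buffer was preincubated 30 min with compound, then given a substrate mix of 0.016 mM NADPH and 2 mM alpha-KG for 80 min at room temperature; remaining NADPH was read by diaphorase/resazurin fluorescence.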
Vif-APOBEC3G blk = qHTS for Inhibitors of Vif-A3G Interactions: qHTS; DNA dC->dU-editing enzyme APOBEC-3G (Homo sapiens), Q9HC16; HeLa A3G-eYFP + Vif (tagged APOBEC3G with the HIV-1 protein that degrades it), YFP fluorescence, overnight; Potency, µM (top dose mostly 46.1 µM), for the others: at the highest dose activity, negative = active, usual class: inhibitors; hit rate 0.076% among 410,000; AID 602310, 2012;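 also: potency is read from the fitted curve at half-maximal effect; % is scaled to controls: 0 for no effect and ±100 for the full control effect; nearly all actives have a fitted effect of over 60% in size; hits raise eYFP signal because A3G escapes Vif-driven loss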
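Read-out is eYFP fluorescence (Ex 488/Em 500-530) from Vif-expressing HeLa A3G-eYFP cells; more signal means A3G escaped Vif-mediated degradation. Cells plated overnight, compound pinned in, incubated overnight at 37 deg C.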
Vif-APOBEC3F blk = qHTS for Inhibitors of Vif-A3F Interactions: qHTS; HeLa A3F-eYFP + Vif (tagged APOBEC3F with the HIV-1 protein that degrades it), YFP fluorescence increase; Potency, µM (titrated, usually from 46.1 µM), for the others: at the highest dose activity, negative = active; hit rate 0.2% among 390,000; also: potency is read from the fitted curve at half-maximal effect; % of control where 0% means no effect; nearly all actives have a fitted effect of over 65% in size
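Fluorescence increase (Ex 488/Em 500-530) after overnight compound treatment at 37 deg C flags inhibition of Vif-driven A3F-eYFP loss in stable HeLa A3F-eYFP/Vif cells seeded overnight beforehand.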
USP1-UAF1 inh = Inhibitors of USP1/UAF1: Primary Screen | Ubiquitin carboxyl-terminal hydrolase 1 (Homo sapiens), O94782 | recombinant USP1/UAF1, Ub-Rhodamine cleavage fluorescence | Potency, µM (doses to about 57.1 µM), for the others: at the top dose activity change, negative = inhibition, hits mostly inhibitors | hit rate 0.23% among 390,000; also: potency is read from the fitted curve at half-maximal effect; % is scaled to controls: 0 for no effect and ±100 for the full control effect; nearly all actives have a fitted effect of over 60% in size; inactives centre near -12
Target sequence (O94782 whole entry, looked up): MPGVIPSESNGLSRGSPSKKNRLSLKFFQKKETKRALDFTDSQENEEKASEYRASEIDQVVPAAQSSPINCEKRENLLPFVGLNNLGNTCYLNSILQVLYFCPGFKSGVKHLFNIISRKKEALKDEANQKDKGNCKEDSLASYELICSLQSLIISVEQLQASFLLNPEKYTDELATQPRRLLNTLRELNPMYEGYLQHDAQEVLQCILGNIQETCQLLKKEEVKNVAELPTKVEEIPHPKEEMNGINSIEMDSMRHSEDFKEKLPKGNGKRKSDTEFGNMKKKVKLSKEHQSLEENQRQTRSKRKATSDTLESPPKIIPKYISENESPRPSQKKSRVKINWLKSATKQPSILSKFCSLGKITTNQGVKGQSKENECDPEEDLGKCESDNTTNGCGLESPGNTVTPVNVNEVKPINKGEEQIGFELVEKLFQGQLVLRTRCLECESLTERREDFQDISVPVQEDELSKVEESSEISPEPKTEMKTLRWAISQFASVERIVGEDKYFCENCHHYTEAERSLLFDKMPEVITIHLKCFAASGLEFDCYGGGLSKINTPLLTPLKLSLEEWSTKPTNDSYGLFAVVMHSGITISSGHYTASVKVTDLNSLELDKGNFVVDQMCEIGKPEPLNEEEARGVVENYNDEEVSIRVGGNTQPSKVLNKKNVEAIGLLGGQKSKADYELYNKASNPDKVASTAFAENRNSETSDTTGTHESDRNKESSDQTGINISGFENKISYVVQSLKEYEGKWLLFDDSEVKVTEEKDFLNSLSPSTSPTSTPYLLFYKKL
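USP1/UAF1 complex at 1 nM was preincubated with compound for 15 min at room temperature, then Ub-Rho substrate (150nM final) was added. Fluorescence (480/540 nm) was read kinetically, 6 reads every 60 seconds.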
rTrxR1 inhibitor = qHTS Assay for Inhibitors of Mammalian Selenoprotein Thioredoxin Reductase 1 (TrxR1): qHTS. Thioredoxin reductase 1, cytoplasmic (Rattus norvegicus), O89049. hit rate 1% among 390,000. Potency, µM (titrated, usually from 114 µM), inactives show at the highest dose activity change, negative = inhibition, actives largely listed as inhibitors. recombinant rTrxR1, NADPH fluorescence consumption, selenite substrate; also: potency is read from the fitted curve at half-maximal effect; % is scaled to controls: 0 for no effect and ±100 for the full control effect; nearly all actives have a fitted effect of over 65% in size
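Rat TrxR1 (90 nM in the dispensed reagent) was pre-reduced with 400 uM NADPH for 5 min at room temperature, then incubated with compound for 15 min. After 400 uM selenite was added, NADPH fluorescence (Ex 340/Em 450 nm) was followed for 8 min.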
GRP78 ERSR act = qHTS for Inducers of the Endoplasmic Reticulum Stress Response (ERSR) in Human Glioma: qHTS; U87-MG GRP78 promoter luciferase reporter, 16 h; Potency, µM, for the others: at the top dose activation, most hits filed as activators; hit rate 0.02% among 420,000; AID 602332, 2012; also: potency is read from the fitted curve at half-maximal effect; series mostly up to about 76 µM; % of control where 0% means no effect; nearly all actives have a fitted effect of over 35% in size
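Stably transfected U87-MG human glioma cells carrying a GRP78-based luminescent sensor were seeded at 1000 cells/well, pin-dosed with compounds and incubated 16 h. Luciferase reagent was then added, and end-point luminescence was read after 10 min at room temperature.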
RGS4 inh = Inhibitors of Regulator of G Protein Signaling (RGS) 4: qHTS | Regulator of G-protein signaling 4 (Homo sapiens), P49798 | Transcreener GDP fluorescence polarization, RGS4-accelerated GTP hydrolysis | Potency, µM (doses to about 114 µM), inactives show at the highest dose activity change, negative = inhibition, most hits filed as inhibitors | hit rate 0.039% among 390,000; also: potency is read from the fitted curve at half-maximal effect; % is scaled to controls: 0 for no effect and ±100 for the full control effect; nearly all actives have a fitted effect of over 75% in size; some results filed as inactive show a strong effect at the top dose
Target sequence (P49798 whole entry, looked up): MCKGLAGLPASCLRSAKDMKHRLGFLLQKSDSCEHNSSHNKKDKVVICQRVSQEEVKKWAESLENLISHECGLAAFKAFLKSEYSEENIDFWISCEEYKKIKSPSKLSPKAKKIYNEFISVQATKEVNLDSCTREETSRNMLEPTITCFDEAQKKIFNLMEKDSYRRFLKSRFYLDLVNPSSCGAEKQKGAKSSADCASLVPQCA
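MLSMR compounds (23 nl, pin-transferred) preincubated 10 min at room temperature with a 500nM (2x) first reagent, then RGS4 at 900nM (2x) plus Transcreener GDP mix added; fluorescence polarization (620/688 nm) read before and after 90 min at 30 °C.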
* marks the source's active call; other numbers are inactive results; u = inconclusive; x = no result given; [ ] = dose if it differs, or a comment. Unless noted, calls follow the shape of the dose curve; as a rule, active = well fitted curve in the direction sought with a large enough effect; inconclusive = small, poorly fitted or top-dose-only effect, or another doubt; inactive = no such curve, though single readings can be large; an effect the other way counts as inactive or inconclusive. This is a subset; the hit share may differ from the screen's.

SMILES	TrxR1 substrate	LDHA block	mIDH1 inhibitor	Vif-APOBEC3G blk	Vif-APOBEC3F blk	USP1-UAF1 inh	rTrxR1 inhibitor	GRP78 ERSR act	RGS4 inh
CN(CC(=O)Nc1nc2ccccc2s1)S(=O)(=O)c1ccccc1	-5%	2	4%	-6%	1%	-19%	-7%	4%	-10%
CN(/N=C/c1cc(Cl)cc(Cl)c1O)c1c(Cl)cccc1[N+](=O)[O-]	-4%	1	2%	2%	12%	-23%	8%	1%	1%
CC(C)SCCCCOc1ccc2ccccc2c1	2%	-1	8%	0%	6%	-12%	15%	-2%	0%
CCC(=Nc1ccccc1O)C1=C(O)CC(c2ccccc2)CC1=O (stereo not given)	-4%	1	2%	u	-2%	-4%	-13%	-1%	2%
Cc1ccc(CNC(=O)Cn2ncc3c(C)n(Cc4ccc(Cl)cc4)c(C)c3c2=O)cc1	2%	-3	-3%	-5%	-2%	-8%	1%	-2%	-19%
CC1(C)C[C@@H](O)[C@]2(C)CC[C@]3(C)C(=CCC4[C@@]5(C)CC[C@H](O)[C@](C)(CO)C5CC[C@]43C)[C@@H]2C1 (stereo not given in full)	0%	-9	-11%	-1%	5%	1%	21%	-1%	-7%
CCOC(=O)C1CCN(C(=O)CN2C(=O)C(C(C)C)Oc3ccccc32)CC1 (stereo not given)	3%[0.0914 µM]	-3	8%	-1%	-3%	2%	-3%[57.1 µM]	1%	-3%
O=C(Nc1nc2n(n1)C(c1ccc(F)cc1)C=C(c1ccc(Cl)cc1)N2)c1ccc([N+](=O)[O-])cc1 (stereo not given)	0%	-12	u	5%	0%	-16%	15%	-4%	11%
O=C(CCSCc1ccc(Cl)cc1)NC1CCCC1	-8%	-2	4%	-6%	-2%	-7%	-11%	-1%	31%
CCCC(=O)NCC(c1ccc2c(c1)OCO2)N1CCN(c2ccccc2)CC1 (stereo not given)	2%[57.1 µM]	-4	11%	1%	0%	0%	28%[57.1 µM]	-3%	-32%
Cc1ccccc1OCC(=O)Nc1cccc(Cl)c1C	-3%	-5	0%	-4%	u	-21%	12%[57.1 µM]	2%	-29%
CC(=O)c1cc(C#N)c(SCc2ccc(F)cc2)nc1C	6%	2	10%	3%	-9%	-19%	10%[57.1 µM]	2%	-31%
CCOc1ccccc1NC(=O)CN1CCC(NC(=O)Nc2ccccc2)CC1	-1%[57.1 µM]	-2	5%	5%	-7%	-5%	2%[57.1 µM]	-3%	27%
CCCN1CCC(Oc2cccc(C(=O)NCCc3ccccc3)c2)CC1	-5%	-1	-1%	1%	-4%	3%	-13%	6%	12%
COc1cccc(-c2c(C#N)c(N)nc3c2c(C)nn3-c2ccccc2)c1O	1%	3	1%	-2%	6%	-9%	13%	-3%	25%
CC(C)c1ccccc1NC(=O)CSc1nnc(COc2ccccc2Cl)o1	-7%	-5	20%	4%	-2%	-15%	11%	-3%	5%
Cc1cc(Cl)ccc1OCC(=O)N1C(C)CCCC1C (stereo not given)	6%[57.1 µM]	-5	2%	-1%	-2%	-13%	23%	1%	3%
Cc1ccc(CNc2ccc(N3CCOCC3)cc2)cc1	1%	23	18%	-1%	11%	-25%	-20%	5%	-5%[56.9 µM]
Cc1cc(NC(=O)c2cccc(S(=O)(=O)N3CC(c4ccccc4)CC3=O)c2)no1 (stereo not given)	0%	-9	-9%	6%	-6%	-3%	30%	-6%	4%
CCOC(=O)c1cnc2c(cnn2C)c1NCCC(O)C(F)(F)F (stereo not given)	9%	-7	7%	-9%	-12%	-10%	31%	0%	14%

Sorted by the number under Vif-APOBEC3G blk (highest first): three of the compounds above
mol	TrxR1 substrate	LDHA block	mIDH1 inhibitor	Vif-APOBEC3G blk	USP1-UAF1 inh	rTrxR1 inhibitor	RGS4 inh
CCCC(=O)NCC(c1ccc2c(c1)OCO2)N1CCN(c2ccccc2)CC1 (stereo not given)	2%[57.1 µM]	-4	11%	1%	0%	28%[57.1 µM]	-32%
COc1cccc(-c2c(C#N)c(N)nc3c2c(C)nn3-c2ccccc2)c1O	1%	3	1%	-2%	-9%	13%	25%
CN(CC(=O)Nc1nc2ccccc2s1)S(=O)(=O)c1ccccc1	-5%	2	4%	-6%	-19%	-7%	-10%

Next section:
SMILES	TrxR1 substrate	LDHA block	mIDH1 inhibitor	Vif-APOBEC3G blk	Vif-APOBEC3F blk	USP1-UAF1 inh	rTrxR1 inhibitor	GRP78 ERSR act	RGS4 inh
CCc1ccc(-c2nc(C)c(CCO)c(=O)[nH]2)cc1	-7%[57.1 µM]	-2	20%	-7%	2%	-10%	-9%[57.1 µM]	-5%	24%
O=[N+]([O-])c1cc(S(=O)(=O)N2CCCC2)ccc1OCc1ccccc1	5%	0	13%	-7%	6%	-17%	15%	2%	-10%
Cc1cc(/C=N/NC(=O)c2ccoc2C)cc(C)c1O	x	-2	-4%	-1%	8%	-6%	x	-2%	x
Cc1ccc(CNc2nc3c(c(=O)n(C)c(=O)n3C)n2Cc2ccc(Cl)cc2)cc1	3%	-2	-11%	4%	1%	u	14%	-4%	-11%
CC(=O)N1N=C(c2ccc(C(C)(C)C)cc2)OC1(C)C	12%	1	8%	-9%	-14%	-13%	-14%	-3%	-9%
CCCOc1ccc(CSc2n[nH]c(C)n2)cc1	11%	-1	-8%	2%	-1%	-16%	41%	-5%	-5%
CCN(CC)c1ccc(/C=C/C(=O)c2cccnc2)cc1	-11%	-3	-3%	0%	-2%	-3%	3%	-2%	5%
CCn1ncc(Cl)c1C(=O)Nc1cc(Cl)ccc1Cl	-7%	-3	12%	-23%	-13%	-20%	5%	-3%	-21%
CCc1ccccc1NC(=O)c1ncoc1-c1ccco1	-5%[57.1 µM]	-11	3%	4%	-5%	-20%	-1%[57.1 µM]	-1%	17%
O=C(NCCN1CCN(c2cccc(Cl)c2)CC1)c1ccc(CSc2nc3ccncc3[nH]2)cc1	-5%	-5	-8%	0%	3%	-17%	-13%	-3%	-11%
CN(C)C(=O)CCc1nc2sc3c(c2c(=O)[nH]1)CCCC3	-1%	0	1%	-1%	-7%	-6%	-3%	-2%	-21%
COc1ccc(CNc2cccc(C)n2)c(O)c1	-4%	-3	-6%	1%	1%	-18%	-7%	4%	-3%
COc1ccc(-c2c(C)oc3c(CN4CCN(C)CC4)c(O)ccc3c2=O)cc1	159%[activator]	-2	0%	3%	-2%	4%	-35%	-4%	5%
O=C(NCC(c1ccco1)S(=O)(=O)c1ccc(Cl)cc1)c1ccc(C(F)(F)F)cc1 (stereo not given)	-8%[57.1 µM]	-2	0%	-1%	10%	-38%	u	-5%	-2%
CC(C)(C)OC(=O)[C@H](CCCCN)NC(=O)c1[nH]cnc1C(=O)N[C@@H](Cc1ccccc1)C(=O)OCc1ccccc1	-9%	0	12%	-7%	-4%	-26%	4%	-5%	25%
CCC(CO)NC(=O)c1cccc(S(=O)(=O)N2c3ccccc3CC2C)c1 (stereo not given)	-6%	0	14%	-8%	x	5%	-16%	2%	4%
CC(=O)Nc1ccc(S(=O)(=O)N2CCN(C(=O)c3ccccc3F)CC2)cc1	6%	-1	7%	4%	5%	-23%	6%	0%	-18%
O=S(=O)(NCc1ccco1)c1ccc(Cl)s1	12%[57.1 µM]	-6	7%	1%	0%	0%	8%[2.29 µM]	-4%	2%
O=C(C[C@@H]1C/C=C/CC[C@@H](Cc2ccc(F)cc2)C(=O)OCCNC1=O)N[C@H](CO)Cc1ccccc1	0%	-2	2%	-3%	-5%	6%	20%	-3%	13%
CNC(=O)C[C@@H]1C(=O)N(C2CCCCC2)CC1(C)C	x	-12	-15%	2%	-17%	-11%	x	-3%	x
Cc1ccc2cc(CN(CC3CCCO3)C(=S)NCc3ccco3)c(=O)[nH]c2c1C (stereo not given)	-3%[57.1 µM]	-7	-6%	-1%	-4%	0%	-12%[57.1 µM]	-3%	u
COc1ccccc1CNC(=O)Cn1c(=O)nc(-c2ccccc2)c2ccccc21	10%[57.1 µM]	-6	-9%	-6%	-11%	-8%	18%[57.1 µM]	-1%	-3%
Fc1ccc2nc(C(F)(F)F)cc(N3CCOCC3)c2c1	1%	6	0%	-11%	15%	-25%	9%	5%	-25%
Cc1ccc2oc(C(=O)N3CCN(CCO)CC3)c(C)c2c1	1%[57.1 µM]	-11	4%	4%	10%	4%	8%[57.1 µM]	0%	15%
CN(C(=O)c1cccc(NC(=O)Cc2cccc([N+](=O)[O-])c2)c1)C1CCC1	8%	-2	22%	-1%	-5%	-25%	28%	-4%	22%
